TDP1 cell CPT: DT40-hTDP1 cell growth loss with CPT; chicken DT40 Tdp1-/-;hTDP1 cells + 20 nM CPT, ATP luminescence, 48 h; Potency, µM (doses to about 46.2 µM), for the others: at the top dose activity change, negative = growth inhibition, actives largely listed as inhibitors; 12% of 420,000 active; AID 686979; further: nearly all actives have a fitted effect of over 55% in size
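Chicken DT40 Tdp1-/- cells complemented with human TDP1, 400 cells/well, exposed to compounds plus 20 nM camptothecin for at least 48 h at 37 C; viability read as ATP content by CellTiter-Glo luminescence.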
FEN1 inhibitor: blocks human flap endonuclease 1; Recombinant FEN1 flap cleavage, fluorescence, 15 min; Potency, µM (doses to about 114 µM), for the others: top-dose activity change, negative = inhibition, usual class: inhibitors; 0.35% of 390,000 active; AID 588795; further: nearly all actives have a fitted effect of over 65% in size
Target sequence (P39748 whole entry, looked up): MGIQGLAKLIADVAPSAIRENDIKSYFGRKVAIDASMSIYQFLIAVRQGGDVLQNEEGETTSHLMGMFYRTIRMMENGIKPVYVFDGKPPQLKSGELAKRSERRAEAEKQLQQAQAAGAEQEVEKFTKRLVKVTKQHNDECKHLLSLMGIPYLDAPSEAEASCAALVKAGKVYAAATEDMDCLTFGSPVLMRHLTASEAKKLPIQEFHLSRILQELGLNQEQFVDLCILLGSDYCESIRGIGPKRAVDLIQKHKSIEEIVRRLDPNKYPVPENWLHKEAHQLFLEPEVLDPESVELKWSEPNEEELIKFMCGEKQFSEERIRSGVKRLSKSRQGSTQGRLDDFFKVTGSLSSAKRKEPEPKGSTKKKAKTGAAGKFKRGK
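Read-out was taken twice, immediately and after 15 min, following addition of 50 nM substrate to 10 nM FEN1 that had sat with test compound for 15 min at room temperature. Curves came from a four-parameter Hill model.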
KAT2A inh: GCN5L2 (KAT2A) acetyltransferase inhibition. Potency, µM (top dose mostly 58.9 µM), for the others: at the highest dose activity change, negative = inhibition, usual class: inhibitors. GCN5L2 HAT assay, ThioGlo1 CoA-SH fluorescence. Q92830. AID 504327. 0.21% of 390,000 active
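Titration-based screen in which CoA formation is detected via maleimide probe ThioGlo1 (50uM) turning fluorescent on thiol reaction; substrates H3(1-25) 75uM and acetyl-CoA 70uM, GCN5L2 20nM, 20 min incubation at room temperature.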
Starred values were filed as active, the others as inactive; & = joins results of further samples. The call rests on the fitted dose curve; in most records, active means well fitted curve in the direction sought with a large enough effect; inconclusive means small, poorly fitted or top-dose-only effect, or another doubt; inactive means no such curve, though single readings can be large; an effect the other way counts as inactive or inconclusive. On the % scale 0 is the no-effect control and ±100 the full control effect; potency means the concentration at half of the fitted maximal effect. These rows are one share of the data. The share of hits here may be higher or lower than overall.

`CCC(C)c1ccccc1N1CC(C(=O)N2CCN(c3ccccc3)CC2)CC1=O` (stereo not given) gave TDP1 cell CPT 15µM* and FEN1 inhibitor -2%.
`COc1cc(C(=O)Nc2ccn(C)n2)ccc1OC(F)F` gave TDP1 cell CPT -10%, FEN1 inhibitor 25% and KAT2A inh -4%.
`CC(=O)N1c2c(cc(Br)cc2S(=O)(=O)Nc2ccccc2C)CC1C` (stereo not given) gave TDP1 cell CPT inconclusive, FEN1 inhibitor -2% and KAT2A inh -2%.
For CC(C)C(=O)Nc1ccc(-c2nc3ncccc3o2)cc1 the results were TDP1 cell CPT 0%, FEN1 inhibitor -3% and KAT2A inh -7%.
Screening O=C(CSc1nncs1)N1CCN(C(=O)c2ccco2)CC1 returned TDP1 cell CPT 10%, FEN1 inhibitor -9% and KAT2A inh -8%.
For COc1ccc(CCCc2n[nH]c(=S)n2C)cc1C the results were TDP1 cell CPT -29%, FEN1 inhibitor -12% and KAT2A inh -10%.
`CCN(CC)C(=O)Cn1cc(SCC(=O)Nc2cc(C)on2)c2ccccc21` gave TDP1 cell CPT 10%, FEN1 inhibitor 2% and KAT2A inh -15%.
CCOc1ccc(NC(=O)N2CCC(c3nc4ccccc4[nH]3)CC2)cc1 was read as TDP1 cell CPT 10%, FEN1 inhibitor -12% and KAT2A inh -6%.
`C/C(=N\Nc1nc(-c2cc(C)ccc2C)cs1)c1cc2ccccc2oc1=O` gave TDP1 cell CPT -3%, FEN1 inhibitor -2% and KAT2A inh -4%.
For COCCCNC(=O)c1[nH]c2ccccc2c1Sc1ccc(C)cc1 the results were TDP1 cell CPT -16%, FEN1 inhibitor -9% and KAT2A inh 2%.
Screening Cc1cc2c(=O)n(C)c(SCC(=O)Nc3ccc(F)cc3)nc2s1 returned TDP1 cell CPT -23% and FEN1 inhibitor 3%.
For O=S(=O)(c1ccc(Cl)cc1)N1CCN(c2nc(-c3ccccc3)nc3ccccc23)CC1 the results were TDP1 cell CPT inconclusive and FEN1 inhibitor -22%.
For CCOc1cc(C(=O)NCCCNC(=O)c2cc(OCC)c(OCC)c(OCC)c2)cc(OCC)c1OCC the results were TDP1 cell CPT -25% and FEN1 inhibitor 17%.
O=C1CCc2cc(S(=O)(=O)NC(Cc3ccccc3)C(=O)NC3CCCC3)ccc2N1 (stereo not given) was read as TDP1 cell CPT -10%, FEN1 inhibitor -1% and KAT2A inh -8%.
For Cc1[nH]c(=O)[nH]c(=O)c1/C=N/NC(=O)[C@H](C)N the results were TDP1 cell CPT -4%, FEN1 inhibitor -8% and KAT2A inh 0%.
`Cc1nnc(SCC(=O)NCc2ccco2)n1-c1ccc(F)cc1` gave TDP1 cell CPT 5%, FEN1 inhibitor -4% and KAT2A inh -4%.
Cc1ccc(S(=O)(=O)N(CCC(=O)N2CCOCC2)c2ccccc2)cc1 was read as TDP1 cell CPT -17%, FEN1 inhibitor 10% and KAT2A inh -8%.
Screening CC1=C(C(=O)OCC2CCCO2)C(c2ccncc2)C2=C(CCCC2=O)N1 (stereo not given) returned TDP1 cell CPT 0%, FEN1 inhibitor 0% and KAT2A inh -2%.
For COc1cc(OC)cc(C(=O)NC(C(=O)Nc2ccc3c(c2)OCO3)C(C)C)c1 (stereo not given) the results were TDP1 cell CPT 0%, FEN1 inhibitor -16% and KAT2A inh -2%.
O=C(Nc1ccc(Br)cc1Br)C1CC(=O)N(Cc2ccccc2)C1 (stereo not given) was read as TDP1 cell CPT -19%, FEN1 inhibitor -1% and KAT2A inh -24%.

Brought forward from above: 5 entries, then new ones.
`Cc1nnc(SCC(=O)NCc2ccco2)n1-c1ccc(F)cc1` gave TDP1 cell CPT 5%, FEN1 inhibitor -4% and KAT2A inh -4%.
Cc1ccc(S(=O)(=O)N(CCC(=O)N2CCOCC2)c2ccccc2)cc1 was read as TDP1 cell CPT -17%, FEN1 inhibitor 10% and KAT2A inh -8%.
Screening CC1=C(C(=O)OCC2CCCO2)C(c2ccncc2)C2=C(CCCC2=O)N1 (stereo not given) returned TDP1 cell CPT 0%, FEN1 inhibitor 0% and KAT2A inh -2%.
For COc1cc(OC)cc(C(=O)NC(C(=O)Nc2ccc3c(c2)OCO3)C(C)C)c1 (stereo not given) the results were TDP1 cell CPT 0%, FEN1 inhibitor -16% and KAT2A inh -2%.
O=C(Nc1ccc(Br)cc1Br)C1CC(=O)N(Cc2ccccc2)C1 (stereo not given) was read as TDP1 cell CPT -19%, FEN1 inhibitor -1% and KAT2A inh -24%.
`Cc1ccccc1OCC(O)CN1CCN(c2ccccn2)CC1` (stereo not given) gave TDP1 cell CPT 2%, FEN1 inhibitor -15% and KAT2A inh -1%.
CCOC(=O)C(=O)Nc1ccc([N+](=O)[O-])cc1OC was read as TDP1 cell CPT 2%, FEN1 inhibitor -7% and KAT2A inh -4%.
CCN(CC(=O)NCc1ccc(F)cc1)C(=O)c1cccc(S(=O)(=O)N(C)c2ccc(OC)cc2)c1 was read as TDP1 cell CPT inconclusive and FEN1 inhibitor 8%.
Screening Cc1cccc(CCNc2nc3ccc(C)cc3n3cnnc23)c1 returned TDP1 cell CPT -18%, FEN1 inhibitor -5% and KAT2A inh -2%.
Screening O=c1ncn(-c2ccc(F)cc2)c2ncccc12 returned TDP1 cell CPT -1%, FEN1 inhibitor -3% and KAT2A inh -4%.
`COc1ccc(/C=N/NC(N)=S)cc1` gave TDP1 cell CPT inconclusive, FEN1 inhibitor 4% and KAT2A inh -2%.
`Cn1c(SCc2cccc(Cl)c2)nc(C(F)(F)F)cc1=O` gave TDP1 cell CPT -5%, FEN1 inhibitor -8% and KAT2A inh -8%.
For Cc1ccc(C(=O)NC(=S)NNC(=O)c2ccccc2O)cc1 the results were TDP1 cell CPT inconclusive, FEN1 inhibitor 7% and KAT2A inh 1%.
Screening CSCc1ccc(C(=O)Nc2ccc(C(N)=O)cc2)cc1 returned TDP1 cell CPT -21%, FEN1 inhibitor 13% and KAT2A inh -2%.
CC(=O)Nc1ccc(S(=O)(=O)N2CCC(c3nnc(-c4ccc(C)cc4)o3)CC2)cc1 was read as TDP1 cell CPT inconclusive, FEN1 inhibitor 13%&7% and KAT2A inh inconclusive.

The closing two entries of the part before are carried over, then new ones follow:
Screening CSCc1ccc(C(=O)Nc2ccc(C(N)=O)cc2)cc1 returned TDP1 cell CPT -21%, FEN1 inhibitor 13% and KAT2A inh -2%.
CC(=O)Nc1ccc(S(=O)(=O)N2CCC(c3nnc(-c4ccc(C)cc4)o3)CC2)cc1 was read as TDP1 cell CPT inconclusive, FEN1 inhibitor 13%&7% and KAT2A inh inconclusive.
For O=C(NCc1cc(C(F)(F)F)cc(C(F)(F)F)c1)C1CC(c2ccccc2C(F)(F)F)=NO1 (stereo not given) the results were TDP1 cell CPT 8%, FEN1 inhibitor -26% and KAT2A inh -19%.
For COc1cc(CC(=O)Nc2ccc(Cl)c(C(F)(F)F)c2)cc(OC)c1OC the results were TDP1 cell CPT inconclusive, FEN1 inhibitor -9% and KAT2A inh -2%.
O=C(Nc1ccccc1)NN(C(=O)CCl)c1ccccc1 was read as TDP1 cell CPT 3.3µM*, FEN1 inhibitor 13% and KAT2A inh -1%.
CC(=O)N/N=C/c1ccc(OCCOc2ccc(Br)cc2)cc1 was read as TDP1 cell CPT -9%, FEN1 inhibitor -2% and KAT2A inh -5%.
OC(COc1ccc2ccccc2c1)Cn1cncn1 (stereo not given) was read as TDP1 cell CPT 5%, FEN1 inhibitor -1% and KAT2A inh -6%.
Screening Cc1c(Br)c(C(=O)NNC(=O)c2ccc(C(C)(C)C)cc2)nn1C returned TDP1 cell CPT inconclusive, FEN1 inhibitor 10% and KAT2A inh 0%.
For Cc1cc(N)n(-c2ccc(S(=O)(=O)c3ccc(C(C)C)cc3)cc2)n1 the results were TDP1 cell CPT 8%, FEN1 inhibitor 7% and KAT2A inh -5%.
CCN(CC)CCCNC(=O)c1ccccc1NC(=O)C1=CSCCO1 was read as TDP1 cell CPT -13%, FEN1 inhibitor -12% and KAT2A inh -27%.
For NC(=O)CSc1nnc(-c2ccncc2)n1-c1ccc(Cl)cc1 the results were TDP1 cell CPT -18%, FEN1 inhibitor 10% and KAT2A inh 0%.
Screening CCOC(=O)c1ccc(NC(=O)Cn2nc3c4ccccc4n(Cc4cccc(F)c4)cc-3c2=O)cc1 returned TDP1 cell CPT 22%, FEN1 inhibitor -1% and KAT2A inh -7%.
`CCOc1ccc(/C=C/[N+](=O)[O-])c2ccccc12` gave TDP1 cell CPT 2.9µM*, FEN1 inhibitor -20% and KAT2A inh inconclusive.
`CCCNC(=O)c1c(N)n(-c2ccc3c(c2)OCO3)c2nc3ccccc3nc12` gave TDP1 cell CPT 8.2µM*, FEN1 inhibitor -6% and KAT2A inh -3%.
For C/C(=N\Nc1nc2ccc(Cl)cc2o1)c1ccccc1 the results were TDP1 cell CPT 8%, FEN1 inhibitor -21% and KAT2A inh -9%.
COc1cc(OC)cc(C(=O)N[C@H](C(=O)OCC(=O)N2CCN(S(=O)(=O)c3ccc(C)cc3)CC2)C(C)C)c1 was read as TDP1 cell CPT -2% and FEN1 inhibitor 0%.
For CC(=O)Oc1ccc(/C=C(\NC(=O)c2ccco2)C(=O)NCc2ccccc2)cc1 the results were TDP1 cell CPT 1%, FEN1 inhibitor -8% and KAT2A inh -4%.
`CCCn1c(N)c(Sc2ccccc2[N+](=O)[O-])c(=O)n(CCC)c1=O` gave TDP1 cell CPT -27%, FEN1 inhibitor 2% and KAT2A inh -2%.
For CC1CCN(S(=O)(=O)c2cccc3cccnc23)CC1 the results were TDP1 cell CPT 7%, FEN1 inhibitor -2% and KAT2A inh -4%.
For N#Cc1nc(-c2cccs2)oc1NCCCN1CCOCC1 the results were TDP1 cell CPT -11%, FEN1 inhibitor -13% and KAT2A inh 35µM*.
CCOCCCNC(=O)C(c1ccc(OC)cc1)N(Cc1ccc2c(c1)OCO2)C(=O)c1ccccn1 (stereo not given) was read as TDP1 cell CPT 2%, FEN1 inhibitor 1% and KAT2A inh -3%.
For CC(C)(C)n1nnnc1C(c1cc2cc3c(cc2[nH]c1=O)OCO3)N1CCN(c2ccccc2)CC1 (stereo not given) the results were TDP1 cell CPT -12%, FEN1 inhibitor 5% and KAT2A inh -1%.
COc1ccccc1C(=O)NCCC(=O)N1CCN(C(=O)c2ccco2)CC1 was read as TDP1 cell CPT 12%, FEN1 inhibitor -3% and KAT2A inh -8%.
O=C(O)/C=C/c1ccccc1Oc1ccccc1 was read as TDP1 cell CPT -3%, FEN1 inhibitor 2% and KAT2A inh -14%.
Cn1c(CSc2ncn[nH]2)nc2ccccc21 was read as TDP1 cell CPT -1%, FEN1 inhibitor -9% and KAT2A inh -1%.
For C=CCOc1cc(C)nc(-c2ccccc2O)n1 the results were TDP1 cell CPT 0%, FEN1 inhibitor 1% and KAT2A inh -9%.
`O=C(NCc1ccc(Cl)cc1)C(=O)NCC1OCCN1S(=O)(=O)c1ccc2c(c1)OCCO2` (stereo not given) gave TDP1 cell CPT -21%, FEN1 inhibitor -3% and KAT2A inh -6%.
Screening CCc1ccc2oc(C(=O)N(Cc3ccc(N(C)C)cc3)Cc3ccco3)c(C)c2c1 returned TDP1 cell CPT 0.73µM*, FEN1 inhibitor -13% and KAT2A inh -4%.
Screening CN(C(=O)c1ccco1)c1nc(CC(=O)Nc2ccccc2)cs1 returned TDP1 cell CPT -32%, FEN1 inhibitor 9% and KAT2A inh 1%.
Screening Cc1cccc(C(=O)Nc2sc3c(c2C(=O)Nc2ccccc2)CCC3)c1 returned TDP1 cell CPT -27%, FEN1 inhibitor -7% and KAT2A inh -5%.
Screening COc1ccc(N2CCN(C(CNC(=O)C(=O)NC3CCCC3)c3ccco3)CC2)cc1 (stereo not given) returned TDP1 cell CPT -14%, FEN1 inhibitor 6% and KAT2A inh 3%.
`Cn1nnnc1SCC(=O)Nc1ccc2c(c1)OCO2` gave TDP1 cell CPT -12%, FEN1 inhibitor -2% and KAT2A inh -7%.
O=C(O)c1ccc(S(=O)(=O)N2CCC(n3nnc4cc(C(F)(F)F)ccc43)CC2)cc1 was read as TDP1 cell CPT -1%, FEN1 inhibitor 1% and KAT2A inh -2%.
COc1ccc(C(=O)n2cnnc2N)cc1 was read as TDP1 cell CPT 6%, FEN1 inhibitor -8% and KAT2A inh -13%.
Cc1ccc(NC(=O)CN2CCN(S(=O)(=O)c3cccs3)CC2)cc1S(=O)(=O)N(C)C was read as TDP1 cell CPT -2%, FEN1 inhibitor 2% and KAT2A inh -6%.
For COc1ccc(/C=C/C(=O)Nc2ccc(NC(C)=O)cc2)cc1S(=O)(=O)N1CCOCC1 the results were TDP1 cell CPT inconclusive, FEN1 inhibitor -2% and KAT2A inh 2%.
Screening CCc1ccccc1-n1nnnc1SCC(=O)Nc1ccc(N2CCN(C)CC2)cc1 returned TDP1 cell CPT inconclusive, FEN1 inhibitor 25% and KAT2A inh -4%.
`CCOC(OCC)c1ccc(/C=C\c2nccc(N)n2)cc1` gave TDP1 cell CPT -15%, FEN1 inhibitor -16% and KAT2A inh inconclusive.

Screens (PubChem BioAssay)
